Htt clearance = mutant huntingtin protein clearance | inhibition, % at 1.5 µM | 0.42% of 47,000 active | HeLa Exon1htt(103Q)mCFP, aggregate imaging; zero = plate's median compound well | AID 853;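 active = inhibition of aggregate fluorescence above about 70%, also judged a hit by eye on the cell image, limit read from the data, passing the limit was not always enough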;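 also: cells exposed to compound for three days before fixation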
Htt clearance grain fraction = second read-out of Htt clearance, no call of its own (marks repeat the call); fraction fluorescence in grains; measured here: aggregate grain fluorescence fraction; hits give low values;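 scaled fraction of total cell fluorescence in grains with unit not stated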
Active calls of the source: *.

SMILES	Htt clearance	Htt clearance grain fraction
C/C(=N/NC(=O)c1ccccc1O)c1ccc(N2C(=O)C3CCCCC3C2=O)cc1 (stereo unspecified)	41.4	12.5
CCCN1C(=O)c2cc(C(=O)O)ccc2C1O (stereo unspecified)	-0.6	31.1
Cc1cc(C)cc(OCC(=O)Nc2cccc(-c3nc4ncccc4o3)c2)c1	0.3	49.6
CCn1cc(C(=O)NCCCOC)c(=O)c2cc(S(=O)(=O)N(C)C)ccc21	-10.2	34
CCCn1c(SCC(=O)N2CCCc3ccccc32)nnc1-c1ccco1	2.2	36.6
Cn1c(=O)cc(SCC(=O)Nc2ccccn2)c2ccccc21	-38.3	52
C=CCc1cc(OC)ccc1OCC(O)CN1CCN(c2ccc(OC)cc2)CC1 (stereo unspecified)	-23.0	20.4
CCCCNC(c1ccccc1)c1ccncc1 (stereo unspecified)	-4.0	18.5
COc1cccc(NC(=O)CSc2nnc(CNC(=O)c3ccccc3)n2C)c1	-82.5	36.5
COCCN(C(=O)C1CC1)c1nnc(-c2ccc(C)cc2)s1	-23.7	49.7
O=C1Nc2ccc(S(=O)(=O)N3CCCC3)c3ccc(S(=O)(=O)N4CCCC4)c1c23	27.5	20.7
COC(=O)c1cccc(NC(=O)CCCOc2ccccc2)c1	13.9	34.6
CSC1=NCCN1C(=O)COc1ccc2ccccc2c1	0.1	41
Cc1ccc2cc(C)c3nnc(SCC(=O)NCc4ccco4)n3c2c1	-21.3	25.1
Cc1nnc(NC(=O)CSc2cn(CCNC(=O)c3ccccc3)c3ccccc23)s1	-25.3	41.8
CC(=O)NC1=NN(C(C)=O)C(C)(c2cccs2)S1 (stereo unspecified)	21.4	15.3
CC(C)(C)C(=O)NC1CCN(S(C)(=O)=O)CC1	39.7	10.8
N#Cc1nc(-c2ccccc2F)oc1NCCc1ccccc1	-0.5	38.9
CC1(C)Nc2ccccc2N(CC(=O)N2CCCCC2)C1=O	56.6	8.79
COC(=O)C1Cc2c([nH]c3ccccc23)CN1 (stereo unspecified)	19.5	17.6
COc1ccc(CNc2ccc(C(=O)O)cc2)cc1	-7.3	17.9
O=C(NCCN1CCN(C(=O)c2cccs2)CC1)c1cccs1	44.3	11.2
COc1ccc(S(=O)(=O)NN=C2CCCC2)cc1	-50.8	45.4
CCn1c(COc2ccc(Cl)cc2)nnc1SCc1nc2ccccc2[nH]1	1.5	37
O=C(NCC1CCCO1)C1CCC(CNS(=O)(=O)c2ccccc2)CC1 (stereo unspecified)	-15.4	22
COc1ccc2c(c1)C(NC(=O)C(F)(F)F)CC2=O (stereo unspecified)	44.6	21.3
CC1CCN(c2oc(Cc3cccc4ccccc34)nc2C#N)CC1	14.6	36.9
COc1ccccc1Cn1nnc2c(=O)[nH]c(C3CCN(C(=O)c4ccc(F)cc4)CC3)nc21	4.0	20
Clc1ccc2nc(CSc3nnc4ccccn34)cn2c1	0.6	39.7
O=C(CSc1ncn[nH]1)NCCCc1ccccc1	-19.2	46.5
COc1ccc(CNC(=O)C2CCN(S(=O)(=O)c3ccc(-c4nn[nH]n4)cc3)CC2)cc1	23.8	25.3
CCOC(=O)N1CCN(C(=O)CSc2nnc(Cc3cccn3C)n2CCc2ccccc2)CC1	-31.4	39.4
Cc1cccc(C(=O)NNC2=C(C(=O)C(F)(F)F)CCC2)c1O	37.5	14.8
CCOC(=O)c1ccc(CSc2nnc(-c3ccncc3)n2N)cc1	-12.6	21.9
COc1ccc(NC(=O)c2ccccc2NC(=O)CSc2ccc(C)cc2)cc1	3.3	32.3
N#Cc1cccc(C(c2nnnn2CCc2ccccc2)N2CCN(C3CCCCC3)CC2)c1 (stereo unspecified)	-57.5	66.4
COc1ccccc1C1(O)CC2CCC(C1)N2S(=O)(=O)c1ccc(C(C)=O)cc1 (stereo unspecified)	35.3	26.1
Cc1cc(C)nc(Sc2nc(C)nc3c2oc2ccccc23)n1	-16.2	50.4
Clc1ccc(CSc2ncn(-c3ccccc3)n2)cc1	-0.2	19.8
CC(=O)c1cccc(NC(=O)c2ccc(NS(C)(=O)=O)cc2)c1	-2.6	20
COc1ccc(NC(=O)CSc2nc3c(c(=O)[nH]2)CCC3)cc1OC	-6.6	35.4
COc1cccc(Cn2nnc3c(=O)[nH]c(C4CCCN(C(=O)c5ccccc5Cl)C4)nc32)c1 (stereo unspecified)	-32.4	25.9
O=C(O)C1CSC2(c3ccc4c(c3)OCCO4)CCC(=O)N12 (stereo unspecified)	-64.2	64.9
O=[N+]([O-])c1ccc(NNC(=S)Nc2ccc(F)cc2)cc1	-4.3	19.6
CNc1csc(C)c(C)c1=O	-46.9	54
Cc1nc2cc(-c3ccc(Cl)cc3)nn2c(C)c1CCC(=O)NCc1ccco1	-12.2	58.4
CCCNC(=O)c1csc2c1CCCCC2	22.5	16.4
CCS(=O)(=O)c1ccc2oc(SCC(=O)NCCC3=CCCCC3)nc2c1	22.4	16.3
N=c1nc(SCCC(=O)O)ss1	-40.2	52.5
Cc1ccc(Cn2ccc(NC(=O)c3cc4nc(-c5ccco5)cc(C(F)(F)F)n4n3)n2)cc1	-39.4	56
CC1CCCCC1NC(=O)C1CCN(S(=O)(=O)N2CCC3(CC2)OCCO3)CC1 (stereo unspecified)	-9.4	22.4
CCc1nnc(NC(=O)CSc2nnc(Cc3cccn3C)n2CCOC)s1	7.0	34.4
C/C(Cl)=C\Cn1c(NCCCn2ccnc2)nc2c1c(=O)n(C)c(=O)n2C	-9.6	41.8
CN(CC(=O)NCCc1ccccc1)S(=O)(=O)c1cccs1	-67.6	56.7
CC1CCCCN1C(=O)CN1C(=O)CN(C)C(=O)c2ccccc21 (stereo unspecified)	30.2	14.5
CC1=C(C(=O)Nc2ccc(Br)cc2)C(c2ccco2)NC(=O)N1 (stereo unspecified)	4.5	20.1
O=C(NCc1ccc(F)cc1)C1CCN(S(=O)(=O)N2CCC3(CC2)OCCO3)CC1	-3.4	21.2
O=C(C1CCC(C(=O)N2CCCC2)CC1)N1CCCC1 (stereo unspecified)	-39.5	27
CCN(Cc1ccccc1)C(=O)COc1cc(=O)n(CC)c2ccccc12	-33.5	28.1
COC(=O)C1CCN(S(C)(=O)=O)CC1	-64.6	33.2

Following part.
SMILES	Htt clearance	Htt clearance grain fraction
COC(=O)c1ccc(-n2nnnc2SC)cc1	-37.2	57.7
Cn1c(CN2CCCC2)nc2cc(NC(=O)COc3ccc(Cl)cc3)ccc21	-11.0	19.7
Cc1ccc2oc(=O)n(CC(=O)O)c2c1	14.5	30.6
O=C(c1ccc(S(=O)(=O)N2CCCC2)cc1)N1CCCc2ccccc21	-8.1	19.4
Cc1cccc(N=C(N2CCOCC2)P(=O)(N2CCOCC2)N2CCOCC2)c1	-38.3	25.5
Cc1cccc(NC(=O)CNc2cc(C)ccc2C)c1	-29.0	56.7
O=C(CC(SCCO)c1ccc(F)cc1)c1ccco1 (stereo unspecified)	-15.7	23.4
CCOc1cccc2cc(-c3nnc(NCc4ccco4)s3)c(=O)oc12	-68.4	51.8
COc1ccccc1-n1c(=O)oc2ccc(Cl)cc2c1=O	37.7	13.2
Cc1cc(C(=O)CSc2ccc(Cl)cc2)cc(C)c1OC(=S)N(C)C	-5.1	22.2
O=C(Nc1ccc2c(c1)OCO2)C1CCCN(c2nc3ccccc3s2)C1 (stereo unspecified)	-21.5	41.5
Cc1nnc(NC2(C(F)(F)F)C(=O)Nc3c2c(=O)n(C)c(=O)n3C)s1 (stereo unspecified)	-31.8	25.6
CN(N)c1nc(-c2ccccc2)nnc1C(F)(F)F	-45.7	31.2
Cc1ccc(S(=O)(=O)N2CCCC2C(=O)n2nc(C)cc2C)cc1 (stereo unspecified)	36.5	10.5
CCOC(=O)N1CCN(C(=O)c2cnsn2)CC1	-40.1	27.2
O=c1[nH]nc(Cc2ccccc2)c2ccccc12	10.9	16.6
COc1ccccc1Oc1ccccc1C(=O)O	44.0	11.5
COC(=O)Cn1c(=NC(=O)C(C)C)sc2c(C)cc(C)cc21	15.4	40.9
COc1ccc(NS(=O)(=O)c2cccc(C(=O)OCC(=O)Nc3cc(C)on3)c2)cc1	53.8	18.4
Cc1ccc2[nH]c(=O)c(CN(CC3CCCO3)S(=O)(=O)c3cccc4nsnc34)cc2c1 (stereo unspecified)	-41.6	57.4
COc1ccc(OC)c(NC(=O)CSc2nc(N)c(-c3ccccc3)c(=O)[nH]2)c1	-1.0	17.7
O=C(c1cccc(Cl)c1)N1CCN(Cc2ccccc2F)CC1	26.5	13
CCC(c1nnnn1CCOC)N1CCN(Cc2ccccc2)CC1 (stereo unspecified)	33.8	12.1
CCc1ccc2oc(-c3cc(N=Cc4cccc(OC)c4O)ccc3O)nc2c1	38.7	26.6
Cc1cccn2c(=O)c3cc(C(=O)N4c5ccccc5CC4C)n(C)c3nc12 (stereo unspecified)	-30.6	56.6
CCOC(=O)c1c(C)[nH]c2c1cc(O)c1ccccc12	41.1	21.1
Clc1ccccc1OCCn1ccnc1	-55.2	28.4
Nc1c(C(=O)c2ccc(Br)s2)oc2ccccc12	8.8	32.4
Cc1cc(NC(=O)CSc2ccc(-c3ccccc3)nn2)no1	57.4	17
COc1ccc(-n2c(NCCN(C)C)nc3sc4c(c3c2=O)CCCCC4)cc1	-21.3	28.3
Cc1ccc(S(=O)(=O)N2CCN(C(=O)CN3CCCC3)C2)cc1	-21.6	43
CCC(CO)NCc1ccc(OC2CCCC2)cc1 (stereo unspecified)	-104.0	39
O=C1NC(Cc2c[nH]c3ccccc23)C(=O)N1CCOc1ccccc1 (stereo unspecified)	31.0	13.3
CCc1c(C(=O)Nc2ccc(S(=O)(=O)N3CCOCC3)cc2)csc1C	22.3	15.1
COC(=O)C1(c2ccccc2)NC(c2cccs2)C2C(=O)N(c3ccccc3)C(=O)C21 (stereo unspecified)	22.5	15.5
O=S(=O)(NCCOCC(F)(F)C(F)F)c1ccc2oc3ccccc3c2c1	10.1	35.6
Cc1c(NS(=O)(=O)c2ccc3c(c2)CCN3C(=O)C2CC2)c(=O)n(-c2ccccc2)n1C	47.1	19.2
O=C(O)CCc1ccc(-c2ccccc2)n1CC(=O)O	-19.3	25.4
CCCCNc1cc(C)oc(=O)c1C(C)=O	5.8	18.3
CCOC(=O)CNC(=O)COc1ccc(Cl)cc1Br	15.0	17.1
COC(=O)C1=C(C)N=C2SC(C)C(=O)N2C1/C=C/c1ccccc1 (stereo unspecified)	-62.5	70.5
CSc1nsc(SCC(=O)NC2CCCCC2)n1	18.6	30.4
CCOC(=O)c1ccc(NC(=O)CN2C(=O)CSC2=O)cc1	-15.1	23.6
Cc1cc(NC(=O)CSc2ncccn2)no1	-5.1	19.7
CCOc1ccccc1CNC(=O)C1CCCN(c2nc3ccccc3o2)C1 (stereo unspecified)	-12.2	47.6
CCn1c(=O)c(C(=O)NCCNCCO)c(O)c2ccccc21	-11.8	41.9
Cc1ccc(OCCN2C(=O)OC(C)(C)C2(C)O)cc1 (stereo unspecified)	-35.9	46.3
Cc1ccc(S(=O)(=O)N2C3C=CC(C3)C2C(=O)O)cc1 (stereo unspecified)	-64.7	58.9
COc1ccc(CC(=O)N2CCc3ccccc32)cc1	-66.6	35.5
O=C(Cn1cc2c(n1)CCCCC2)N1CCc2ccccc21	3.9	31
COC(=O)C1=C(C)N=C2SC(C)C(=O)N2C1/C=C/c1ccccc1OC (stereo unspecified)	25.6	25.2
CCn1c(SCc2nc(-c3ccccc3)no2)nc2ccccc21	-25.3	62.2
Cc1cccc(N2CCN(S(=O)(=O)c3cnc[nH]3)CC2)c1C	-213.9	129
O=C(c1cn(-c2ccccc2)nc1-c1cccnc1)N1CCCCC1	2.5	43.6
CNC(=O)c1ccc(-c2sc3nc(N4CCOCC4)c4c(c3c2N)CC(C)(C)OC4)o1	21.9	30.2
O=c1c2[nH]c3ccc(F)cc3c2ncn1CCCN1CCOCC1	-8.3	22.2
CCOC(=O)N1CCC(NC(=O)c2cc3c(C)nc4ccccc4c3o2)CC1	-62.6	84.6
COc1cc(C(=O)N(CCCO)Cc2cc3ccc(C)c(C)c3[nH]c2=O)cc(OC)c1OC	-16.7	21.2

In the list so far, these have fluorine:
SMILES	Htt clearance	Htt clearance grain fraction
N#Cc1nc(-c2ccccc2F)oc1NCCc1ccccc1	-0.5	38.9
COc1ccc2c(c1)C(NC(=O)C(F)(F)F)CC2=O (stereo unspecified)	44.6	21.3
COc1ccccc1Cn1nnc2c(=O)[nH]c(C3CCN(C(=O)c4ccc(F)cc4)CC3)nc21	4.0	20
Cc1cccc(C(=O)NNC2=C(C(=O)C(F)(F)F)CCC2)c1O	37.5	14.8
O=[N+]([O-])c1ccc(NNC(=S)Nc2ccc(F)cc2)cc1	-4.3	19.6
Cc1ccc(Cn2ccc(NC(=O)c3cc4nc(-c5ccco5)cc(C(F)(F)F)n4n3)n2)cc1	-39.4	56
O=C(NCc1ccc(F)cc1)C1CCN(S(=O)(=O)N2CCC3(CC2)OCCO3)CC1	-3.4	21.2
O=C(CC(SCCO)c1ccc(F)cc1)c1ccco1 (stereo unspecified)	-15.7	23.4
Cc1nnc(NC2(C(F)(F)F)C(=O)Nc3c2c(=O)n(C)c(=O)n3C)s1 (stereo unspecified)	-31.8	25.6
CN(N)c1nc(-c2ccccc2)nnc1C(F)(F)F	-45.7	31.2
O=C(c1cccc(Cl)c1)N1CCN(Cc2ccccc2F)CC1	26.5	13
O=S(=O)(NCCOCC(F)(F)C(F)F)c1ccc2oc3ccccc3c2c1	10.1	35.6
O=c1c2[nH]c3ccc(F)cc3c2ncn1CCCN1CCOCC1	-8.3	22.2

These rows are one share of the data; the hit share may differ from the screen's.
